# IP6K1 inh = blocks human inositol hexakisphosphate kinase 1 | Q92551 | IP6K1 kinase, ADP-Glo luminescence, 2 h; hits give low values | activity change, % (series mostly up to about 58 µM) | 140,000 compounds, 0.81% hits; in the data active = activity change below about -25%
# Target sequence (Q92551 whole entry, looked up): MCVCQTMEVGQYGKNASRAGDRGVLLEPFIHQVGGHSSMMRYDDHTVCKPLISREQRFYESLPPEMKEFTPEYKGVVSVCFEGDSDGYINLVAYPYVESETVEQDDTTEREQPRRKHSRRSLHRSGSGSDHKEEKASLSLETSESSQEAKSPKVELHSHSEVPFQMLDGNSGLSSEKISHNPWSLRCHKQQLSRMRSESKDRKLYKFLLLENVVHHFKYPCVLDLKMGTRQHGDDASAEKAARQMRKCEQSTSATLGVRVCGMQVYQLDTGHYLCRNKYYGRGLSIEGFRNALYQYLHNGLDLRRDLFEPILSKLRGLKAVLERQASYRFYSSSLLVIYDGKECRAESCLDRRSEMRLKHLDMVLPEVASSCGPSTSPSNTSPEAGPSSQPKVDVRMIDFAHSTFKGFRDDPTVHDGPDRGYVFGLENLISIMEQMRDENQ
#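 ADP-Glo luminescence measures ADP made by human IP6K1 during a 2 h RT reaction with ATP/IP6 (mix at 1.3 mM/130 uM); top library doses 57.5 and 19.1 uM final.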
# NIH3T3 tox = NIH 3T3 cell cytotoxicity. NIH 3T3 viability, CellTiter-Glo ATP luminescence, 48-72 h. Potency, µM (highest dose often 96.7 µM), for the others: at the highest dose activity change, negative = cytotoxicity, most hits filed as inhibitors. AID 1345082. 94,000 compounds, 4.3% hits; also: potency is read from the fitted curve at half-maximal effect; nearly all actives have a fitted effect of over 55% in size
#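 Mouse fibroblast NIH 3T3 cells, 400 per well, received compound via pintool and were incubated for 48 or 72 hr prior to CellTiter-Glo ATP luminescence measurement.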
# HEK293 tox = HEK 293 cell cytotoxicity; HEK 293 viability, ATP luminescence (CellTiter-Glo), 48-72 h; Potency, µM (top dose mostly 115 µM), for the others: top-dose activity change, negative = cytotoxicity, usual class: inhibitors; 94,000 compounds, 6.6% hits; AID 1345083; also: potency is read from the fitted curve at half-maximal effect; nearly all actives have a fitted effect of over 60% in size
#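 HEK 293 seeded at 250 cells/well receive compound via pintool. After 48 or 72 hr at 37 degree Celsius, 5% CO2 and 95% humidity, CellTiter-Glo is dispensed and luminescence read following 10 min at room temperature.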
# FLuc inh = blocks purified firefly luciferase enzyme activity; AID 1347043; 76,000 compounds, 2.5% hits; Potency, µM (doses to about 115 µM), for the others: top-dose activity change, negative = inhibition, usual class: inhibitors; purified P. pyralis luciferase, luminescence, biochemical; P08659; also: potency is read from the fitted curve at half-maximal effect; nearly all actives have a fitted effect of over 65% in size
#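 Luminescence read by CCD imaging after purified firefly luciferase (10nM final) was added to substrate buffer holding 10uM D-luciferin and 10uM ATP, pH 7.5, pre-dosed with compound.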
# GPT2 inhibitor = blocks human glutamate pyruvate transaminase 2; Recombinant GPT2, coupled pyruvate oxidase/HRP Amplex Red fluorescence; Q8TD30; AID 1671188; Potency, µM (top dose mostly 57.7 µM), inactives show top-dose activity change, negative = inhibition, usual class: inhibitors; 100,000 compounds, 0.25% hits; also: potency is read from the fitted curve at half-maximal effect; nearly all actives have a fitted effect of over 60% in size; many of its hits are not listed in these tables
# Target sequence (Q8TD30 whole entry, looked up): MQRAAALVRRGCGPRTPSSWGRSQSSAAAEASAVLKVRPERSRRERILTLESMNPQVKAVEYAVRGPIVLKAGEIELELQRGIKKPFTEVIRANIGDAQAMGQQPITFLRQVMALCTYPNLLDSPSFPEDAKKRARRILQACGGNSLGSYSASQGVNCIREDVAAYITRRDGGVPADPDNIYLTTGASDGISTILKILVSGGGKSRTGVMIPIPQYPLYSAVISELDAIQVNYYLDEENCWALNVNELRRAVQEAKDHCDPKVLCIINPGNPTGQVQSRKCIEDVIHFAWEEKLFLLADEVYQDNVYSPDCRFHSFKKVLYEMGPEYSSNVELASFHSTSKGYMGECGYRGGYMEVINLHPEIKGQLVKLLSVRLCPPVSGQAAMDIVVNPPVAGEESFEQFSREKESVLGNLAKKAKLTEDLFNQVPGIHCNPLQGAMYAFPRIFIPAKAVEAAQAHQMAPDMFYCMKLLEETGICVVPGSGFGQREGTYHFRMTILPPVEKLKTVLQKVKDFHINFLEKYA
#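 Inhibition is scored from Amplex Red fluorescence generated when pyruvate oxidase and HRP act on pyruvate released by GPT2. Reactions contain 10ng/uL enzyme, 250uM a-KG and 2mM L-alanine and run 30 min at room temperature.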
# SNCA viab count = counter-screen for SNCA expression inhibitors: cell viability | HEK-293-SNCA-luc viability, GF-AFC fluorescence, 24 h | Potency, µM (highest dose often 57.1 µM), for the others: top-dose activity change, negative = cytotoxicity, usual class: cytotoxic | 150,000 compounds, 0.12% hits | AID 1671193;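 also: potency is read from the fitted curve at half-maximal effect; 0% = DMSO-treated cells and -100% = medium-only wells without cells; nearly all actives have a fitted effect of over 30% in size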
#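 HEK-293-SNCA-luc cells (1500/well) plated 24 h, then exposed 24 h to a dilution series; GF-AFC added 30 min at 37C, fluorescence 405/540 nm; normalised to medium-only and DMSO wells, Hill fit.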
# SNCA expr inhib = reduces expression of the alpha-synuclein gene. 140,000 compounds, 0.17% hits. HEK-293 SNCA-luciferase knock-in, luminescence, 24 h. Potency, µM (highest dose often 57.2 µM), for the others: top-dose activity change, negative = inhibition, hits mostly inhibitors;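 also: potency is read from the fitted curve at half-maximal effect; plate controls were DMSO cells for no effect and cell-free wells for full effect; nearly all actives have a fitted effect of over 45% in size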
# * = called active by the depositor; i = inactive; u = inconclusive; x = not tested or not shown; [ ] = another dose, or the depositor's remark. Unless noted, calls follow the shape of the dose curve; as a rule, active = well fitted curve in the direction sought with a large enough effect; inconclusive = small, poorly fitted or top-dose-only effect, or another doubt; inactive = no such curve, though single readings can be large; an effect the other way counts as inactive or inconclusive. Unless noted, % is scaled to controls: 0 for no effect and ±100 for the full control effect. An excerpt; rates above refer to the full screens.
SMILES,IP6K1 inh,NIH3T3 tox,HEK293 tox,FLuc inh,GPT2 inhibitor,SNCA viab count,SNCA expr inhib
COCCNC(=O)[C@@H]1C[C@H](Oc2ccccc2)CN1S(=O)(=O)c1cccs1,2.1,i,i,-0.3%,-6.4%,4.5%,7.4%
COc1ccc(-c2cnc3n2CC(C(=O)NCCNC(C)=O)CC3)cc1 (centres undefined),-5.3,i,i,6.6%,0.7%,15.6%,11.3%
CNC(=O)c1cc(-c2ccccc2F)nc2c1cnn2C,-4.4,u,u,x,x,x,x
COc1ccc(C(C)C)cc1CN1CCCC(CNC(C)=O)C1 (centres undefined),5.6,-5.1%,-27.6%,3.1%,-11.4%,3.0%,-10.3%
COc1ccc(NC(=O)c2ccc3c(c2)OCC(=O)N(Cc2cnn(C)c2)C3)c(F)c1,-9.9,u,u,u,i,-0.7%[87.6 µM],-0.7%[87.6 µM]
CCOc1ccccc1NC(=O)N1CCC(Cc2nncn2Cc2ccccc2)C1 (centres undefined),10.0,-20.1%,3.0%,x,1.1%,9.3%,-7.1%
C=CCOCC(O)CN1CCC(=O)N(Cc2ccccc2)Cc2cc(OC)ccc21 (centres undefined),-4.2,-18.6%,u,x,x,x,x
CCc1ccccc1NC(=O)Cn1c(=O)n(CC2CCC(C(=O)NCCc3ccccc3)CC2)c(=O)c2ccccc21 (centres undefined),20.0,x,x,x,x,-6.9%,2.0%
COc1cccc(S(=O)(=O)N2CCC([C@H]3[C@@H](OC)C(=O)N3C(C)C)CC2)c1,30.4,-30.0%,u,0.2%,-10.7%,-6.6%,34.8%[activator]
CCc1ccc(NC(=O)c2ccc(F)c(S(=O)(=O)NCc3ccc(Cl)c(Cl)c3)c2)cc1,-1.1,x,x,x,x,-3.4%,-4.1%
CCn1nccc1C(=O)N1CCCC(c2noc(COc3ccccc3F)n2)C1 (centres undefined),-5.9,-13.2%,-21.3%,-4.0%,i,1.9%,0.6%
COc1ccccc1-c1cn2c(n1)CO[C@@H](CNC(=O)NCc1ccccc1)C2,3.8,-4.3%[138 µM],-13.9%[172 µM],-15.1%[172 µM],-4.8%[88.5 µM],-5.4%[87.6 µM],30.0%[87.6 µM]

# 9 entries from above, reformatted:
# Every second line gives: IP6K1 inh, NIH3T3 tox, HEK293 tox, FLuc inh, GPT2 inhibitor, SNCA viab count, SNCA expr inhib
COc1ccc(C(C)C)cc1CN1CCCC(CNC(C)=O)C1 (centres undefined)
    5.6, -5.1%, -27.6%, 3.1%, -11.4%, 3.0%, -10.3%
COc1ccc(NC(=O)c2ccc3c(c2)OCC(=O)N(Cc2cnn(C)c2)C3)c(F)c1
    -9.9, u, u, u, i, -0.7%[87.6 µM], -0.7%[87.6 µM]
CCOc1ccccc1NC(=O)N1CCC(Cc2nncn2Cc2ccccc2)C1 (centres undefined)
    10.0, -20.1%, 3.0%, x, 1.1%, 9.3%, -7.1%
C=CCOCC(O)CN1CCC(=O)N(Cc2ccccc2)Cc2cc(OC)ccc21 (centres undefined)
    -4.2, -18.6%, u, x, x, x, x
CCc1ccccc1NC(=O)Cn1c(=O)n(CC2CCC(C(=O)NCCc3ccccc3)CC2)c(=O)c2ccccc21 (centres undefined)
    20.0, x, x, x, x, -6.9%, 2.0%
COc1cccc(S(=O)(=O)N2CCC([C@H]3[C@@H](OC)C(=O)N3C(C)C)CC2)c1
    30.4, -30.0%, u, 0.2%, -10.7%, -6.6%, 34.8%[activator]
CCc1ccc(NC(=O)c2ccc(F)c(S(=O)(=O)NCc3ccc(Cl)c(Cl)c3)c2)cc1
    -1.1, x, x, x, x, -3.4%, -4.1%
CCn1nccc1C(=O)N1CCCC(c2noc(COc3ccccc3F)n2)C1 (centres undefined)
    -5.9, -13.2%, -21.3%, -4.0%, i, 1.9%, 0.6%
COc1ccccc1-c1cn2c(n1)CO[C@@H](CNC(=O)NCc1ccccc1)C2
    3.8, -4.3%[138 µM], -13.9%[172 µM], -15.1%[172 µM], -4.8%[88.5 µM], -5.4%[87.6 µM], 30.0%[87.6 µM]

# Remaining list, next part:
SMILES,IP6K1 inh,NIH3T3 tox,HEK293 tox,FLuc inh,GPT2 inhibitor,SNCA viab count,SNCA expr inhib
COc1ccc(-n2c(=O)[nH]c3cc(C(=O)NCCc4ccc(Cl)cc4)ccc3c2=O)cc1OC,-8.9,x,x,x,x,-5.4%,15.2%
CCOc1ccc(NC(=O)Cn2cnc3c(oc4ccccc43)c2=O)cc1,-2.0,x,x,x,x,9.6%,-7.7%
Cc1ccccc1C(=O)NC1CCN(c2cc(-c3ccccc3)[nH]n2)C1 (centres undefined),5.1,-5.4%,-3.9%,0.8%,u,1.2%,-13.4%
Cc1cc(C)c(Nc2nc3ccccc3n3c(C)nnc23)c(C)c1,-5.9,x,x,x,x,-1.5%,-5.4%
CS(=O)(=O)N1C[C@H]2CCN(Cc3c(F)cccc3F)C[C@H]21,21.7,-2.3%,-20.7%,-4.0%,i,5.1%[12.5 µM],13.7%
Cc1ccc(S(=O)(=O)N(CC(=O)Nc2ccc(F)cc2F)Cc2ccc(F)cc2)cc1,2.7,x,x,x,x,14.6%,-15.0%
CCCCOc1ccccc1NC(=O)CC1Sc2ccccc2NC1=O (centres undefined),6.8,x,x,x,x,1.4%,-7.4%
O=C1NCCCCCCN(C(=O)c2cccs2)[C@H]2C[C@H](c3nc(-c4cnccn4)no3)C[C@@H]12,0.0,-12.9%,-14.9%,-5.7%,i,-7.7%,23.4%
O=c1oc2c3c(ccc2c2ccccc12)OCN(Cc1ccc(Cl)cc1)C3,9.8,x,x,x,x,7.2%,28.9%
CC(C)(C)n1cnc2c(N3CC4CCC(C3)N4CC(F)(F)F)ncnc21,-6.3,-15.3%,u,x,2.5%,2.8%,26.8%
CCc1ccc(-n2nc(C)c3c(C)cc(=O)n(CC(=O)Nc4ccc(F)cc4C)c32)cc1,14.7,x,x,x,x,-9.1%,-17.2%
COc1ccc(CN(C)Cc2cccs2)cc1OCC(O)CN1CCN(C)CC1 (centres undefined),18.1,-22.3%,-4.9%,8.8%,i,-16.2%,-1.0%
CSc1ncc(Cl)c(C(=O)Nc2c(C(=O)c3ccc(C)c(F)c3)oc3ccccc23)n1,-3.4,x,x,x,x,5.9%,-9.9%
COC(=O)c1cc2n(n1)CCN(C(=O)C(C)Oc1ccccc1)C2 (centres undefined),11.4,-23.6%,-0.8%,1.0%,i[11.5 µM],-4.5%,-1.3%
CC(C)C(=O)N1CCC(O)(c2csc(CN3CCN(C)CC3)n2)CC1,20.1,-3.5%[174 µM],-4.1%[172 µM],0.8%[172 µM],0.9%[88.5 µM],-0.7%[87.6 µM],10.9%[87.6 µM]
O=C(CCc1ccc(-c2ccc(Cl)cc2)[nH]1)N1CC[C@H](CO)[C@H](O)C1,-2.8,u,u,u,i,-6.2%,33.8%[activator]
Cc1nn(-c2ccccc2)c2c1C(C(C)C)N(C1CCN([S+](=O)([O-])c3cccs3)C1)C2=O (centres undefined),36.9,u,u,x,x,x,x
CCOc1ccccc1NC(=O)N1CCCCC1CCn1cc(C(=O)NCC2CC2)nn1 (centres undefined),14.8,-15.7%,-12.2%,x,-10.3%,0.5%,-15.1%
Cc1ccc(-c2noc([C@@H]3Cc4nc[nH]c4CN3Cc3ccc(F)cc3)n2)cc1,-1.6,35.5µM*,89.1µM*,50.1µM*,-2.9%[88.5 µM],u,u
CC(=O)N(C1CC1)C1CCOC2(CCN(C(=O)COc3ccc(C)cc3)CC2)C1 (centres undefined),-1.2,-10.3%,u,0.4%,-22.3%,-0.5%,6.7%
Cc1cc2nc3n(c(=O)c2n1CC(=O)NCCC1=CCCCC1)CCC3,0.0,-17.9%,-10.6%,1.7%,i,-6.6%,26.5%
COCCOC1CN(C2CCN(C(=O)c3ccc(C)nc3)CC2)C12CCCCC2 (centres undefined),-2.7,-7.2%,-12.3%,-8.6%,3.4%,-1.1%,1.7%
COC(=O)c1c(C)cc(OC(=O)c2c(C)cc(OC)cc2OC)cc1O[C@@H]1O[C@H](CO)[C@@H](O)[C@H](O)[C@H]1O,1.7,x,x,x,u,-22.4%[23.9 µM],x
CC(=O)N1CCc2sc(C(=O)NC3CCN(Cc4ccccc4)CC3)cc2C1,3.1,-9.8%,u,1.8%,-10.0%,2.0%,17.0%
Cc1cccc(C(=O)N2CC(c3noc(C4CCCN4C)n3)C2)c1 (centres undefined),3.4,0.8%,-1.8%,-8.2%,1.1%,4.1%[12.5 µM],1.7%
COc1ccc(CN2C[C@@H](F)[C@@H](OCc3nc4ccc(C(F)(F)F)cc4[nH]3)C2)cn1,-1.8,u,u,-15.0%[172 µM],u,6.2%[87.6 µM],17.1%[87.6 µM]
O=C(Nc1cccc(-c2ccc(N3CCOCC3)nn2)c1)Nc1ccc2c(c1)CCC2,-8.7,-11.5%,u,0.891µM*,i,-10.4%,2.0%
CCc1cccc(NC(=O)CN2CCCN(Cc3cccc(C)c3)S2(=O)=O)c1,17.0,x,x,x,x,-0.1%,-3.6%
O=C(O)C1=NOC2CN([S+](=O)([O-])c3cccs3)CC12 (centres undefined),7.4,i,i,x,i,1.6%,u
O=C(C1CCCN1c1nccc(Nc2ccccc2F)n1)N1CCC(c2ccccc2)CC1 (centres undefined),-2.8,u,u,x,i,1.9%[12.5 µM],-14.4%
Cn1c(=O)c2sccc2n2c(CCC(=O)N3CCN(c4ccccc4)CC3)nnc12,26.2,x,x,x,x,-3.7%,-11.5%
COCCN1CC(CNC(=O)c2cc(Cl)c(C)c(Cl)c2)CC1=O (centres undefined),-9.6,-16.5%,i,-4.0%,3.0%[11.5 µM],2.9%,u
O=C(Cn1cccc1-c1nc(-c2ccccc2)no1)Nc1cccc(F)c1,25.1,i,5.8%,-1.3%,-6.3%,u,-4.9%
COCCn1c(=O)n([C@H]2CCCN(C(=O)CC3CCCCC3)C2)c2ncccc21,33.3,-22.6%,-13.7%,0.0%,i,-0.5%,7.2%
CCc1ccc(-n2nc(CO)c(C(=O)NCc3cccs3)n2)cc1,22.6,x,x,x,x,-14.7%,84.5%[activator]
Cc1ccc(CNC(=O)[C@@]23CCCC[C@H]2N(C)C(=O)CC3)o1,-0.5,-0.7%,3.7%,3.7%,-1.2%,3.8%,14.8%
CC1CCc2cc(F)cc3c(=O)c(C(=O)O)cn1c23 (centres undefined),0.3,x,x,x,i,45.3%[23.9 µM],-48.5%[25.6 µM]
Cc1nc2ncccn2c1C(=O)N1CCC(=O)N(CC2CC2)C(C(C)C)C1 (centres undefined),9.3,-2.5%,-13.7%,-1.2%,i[11.5 µM],2.4%,-19.4%
CN(Cc1cccc(-c2nn[nH]n2)c1)c1cc(C2CC(N)C2)ncn1 (centres undefined),11.7,-6.6%,-6.0%,3.2%,i,2.8%,5.8%
O=C(COc1ccc(F)cc1)Nc1cnc(-c2ccccc2)nc1,-2.9,-0.7%,16.1%,-23.6%,-9.2%,u,16.5%

# Screening data deposited in PubChem by National Center for Advancing Translational Sciences (NCATS).
